# Source: PubChem BioAssay (several laboratories)
# Dynein transport: dynein cargo transport inhibition | 3617.4 mouse cells, GR-EGFP nuclear translocation imaging; test concentration mostly 20 µM; stimulated with dexamethasone, 1 µM; stronger effect = lower value | AID 1381 | hit rate 0.47% among 220,000 | z-score, hits read low;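 active = plate z-score of nuclear minus cytoplasmic receptor signal below a set negative limit, without overly bright fluorescence or cell loss, cut at about -3.5 in these data, passing the limit was not always enough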;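 note: z-score of nuclear minus cytoplasmic ring GR-EGFP intensity difference per well; some compounds called inactive have numbers as strong as hits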
#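 medium = tetracycline-free induction medium containing charcoal-stripped FBS | probe or stimulus = dexamethasone, 1.0 µM final | timing = 48 h induction, then 1 h compound, then 30 min agonist, 37 °C | detection = automated 10x imaging of fixed Hoechst-stained cells | read-out basis = nuclear versus cytoplasmic GR-EGFP signal, averaged per well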
# b-catenin transl: modulators of beta-catenin nuclear translocation | hit rate 0.3% among 190,000 | nuclear translocation activity, % at 5 µM | AID 1665 | HeLa beta-catenin nuclear translocation, immunofluorescence imaging;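 active = nuclear translocation activity above 50% at 5 µM, with a well cell count of 50 or more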;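 note: per-cell ratio of nuclear to cytoplasmic median beta-catenin stain intensity; plate controls were DMSO negative control for no effect and GSK-3 inhibitor IX positive control for full effect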
#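 System: HeLa cells, endogenous beta-catenin; compound dosing: 5 µM primary single dose, 0.1% DMSO, 0.02–20 µM confirmation series; incubation: 24 h compound exposure at 37°C, 5% CO2; signal: beta-catenin immunofluorescence imaging with DAPI; evaluation: % activation, nuclear-to-cytoplasmic median beta-catenin signal ratio per cell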
# M17LAP inhibition: P. falciparum M17LAP inhibitors, primary screen, biochemical, fluorogenic H-Leu-NHMec substrate, 1536-well (AID 1619). recombinant M17LAP, H-Leu-NHMec fluorogenic kinetic assay; higher % means a stronger effect. hit rate 0.38% among 220,000. inhibition, % at 30 µM, or IC50 in µM where a hit was titrated;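 active = compound inhibiting the enzyme by more than half at any dose during confirmatory dose-response retesting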;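 note: plate controls were full reaction with DMSO carrier for no effect and no enzyme background for full effect; strong numbers were not always called active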
# NOD1 inhibition: NOD1 signaling inhibitors, primary screen, cell-based, luminescence, uHTS (AID 1578); NOD1-driven NF-kB luciferase reporter cells, luminescence; higher % means a stronger effect; inhibition, % at 4 µM, or EC50 in µM where a hit was titrated; hit rate 1% among 290,000; in the data active = inhibition mostly above about 36%, no sharp cut-off; inactive = mostly below about 34%;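 note: HEK-293T reporter cells stimulated with the NOD1 agonist gamma-tri-DAP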
# Insulin prom up: MIN6 insulin promoter up-regulation; MIN6 insulin promoter-GFP reporter, high-content imaging; stronger effect = higher value; z-score at 5 µM; hit rate 0.3% among 190,000;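 active = z-score above 3 at 5 µM with at least 500 cells counted in the well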
# Yfh1-off respiration: enhancers of respiration in Yfh1-depleted yeast, dose response, Friedreich's ataxia, plus single-dose screen (AID 1465); S. cerevisiae Yfh1-off respiration, WST-1 reduction, 72 h; higher fold induction means a stronger effect; one-dose fold induction at 50 µM; EC50 in µM for titrated hits; hit rate 0.074% among 220,000;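 active = fold induction of absorbance versus untreated yeast above a set limit, then at least 30% activation at any dose in follow-up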;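 note: activators that raise dye reduction in frataxin-depleted yeast; strong numbers were not always called active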
# MT stabilizer: microtubule stabilizers in HeLa cells; HeLa tubulin immunostaining HCS, 24 h; share of cells brighter than vehicle mean+2SD; % tubulin-high responders, % at 10 µM; hit rate 0.83% among 200,000;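 active = plate Z-score above 3 for both tubulin-high and condensed-nucleus cell shares, with cell loss under 80%, at 10 µM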;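 note: anti alpha tubulin signal scored within the nucleus-defined area of each cell; some results filed as inactive read as strong as hits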
# Autophagy HCS: alters autophagy in cells; MEF GFP-LC3 puncta imaging; test concentration mostly 10 µM; calls only at 10 µM (by protocol); hit rate 0.98% among 190,000;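 active = percentage of spot-positive cells more than 3 SD above its plate mean, without a fluorescence outlier flag or 80% toxicity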;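 note: spot-positive cell cutoff set from DMSO-treated cells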
# NOD2 inhibition: inhibition of NOD2-driven NF-kB reporter – cell-based, luminescence, uHTS, HEK293 (AID 1566); HEK293 NOD2/NF-kB luciferase reporter, luminescence; higher % means a stronger effect; hit rate 0.63% among 290,000; one-dose inhibition, % at 4 µM; EC50 in µM for titrated hits; in the data active = inhibition above about 50%; note: many of its hits are not listed in these tables
# Dynein transport cytoplasmic EGFP: further read-out of Dynein transport, marked with its call; z-score; measured here: cytoplasmic GR-EGFP intensity; stronger effect = higher value
# Dynein transport nuclear GR-EGFP: further read-out of Dynein transport, marked with its call; z-score; measured here: nuclear GR-EGFP intensity;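 lower value marks the stronger effect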
# Dynein transport cell count: recorded beside Dynein transport, whose call it bears; z-score; measured here: cell count per field
# Insulin prom up cell count: also measured in Insulin prom up; calls as there; cell count; measured here: cytotoxicity, nuclei count;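 total cells summed across four imaged fields per well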
# b-catenin transl cell count 5 µM: further read-out of b-catenin transl, marked with its call; cell count; measured here: cell count, cytotoxicity flag
# MT stabilizer Hoechst-high %: also measured in MT stabilizer; calls as there; % Hoechst-high responders; measured here: nuclear condensation Hoechst responders;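 share of cells brighter than vehicle mean plus two SD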
# MT stabilizer cytotoxicity %: further read-out of MT stabilizer, marked with its call; toxicity, %; measured here: cytotoxicity by cell density;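 0% = mean cell density of plate MIN control wells and 100% = no cells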
# Autophagy HCS cell loss 18 h: further read-out of Autophagy HCS, marked with its call; toxicity, %; measured here: cell loss, nuclei count;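 cell loss after 18 h compound exposure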
# Active calls of the source: *; i = inactive; x = not tested or not shown. A portion of the library; rates above refer to the full screens.
canonical_smiles	Dynein transport	Dynein transport cytoplasmic EGFP	Dynein transport nuclear GR-EGFP	Dynein transport cell count	b-catenin transl	b-catenin transl cell count 5 µM	M17LAP inhibition	NOD1 inhibition	Insulin prom up	Insulin prom up cell count	Yfh1-off respiration	MT stabilizer	MT stabilizer Hoechst-high %	MT stabilizer cytotoxicity %	Autophagy HCS	Autophagy HCS cell loss 18 h	NOD2 inhibition
Cc1ccc(C(=O)OCC(=O)NC(=O)c2cccn2C)cc1[N+](=O)[O-]	-0.56	-0.268	-0.166	0.0302	-1.2	1365	1.1%	-4.3%	-0.02	1403	i	x	x	x	x	x	14.1%
Cc1nc2ccccc2n1CC(O)Cn1c2ccccc2c2ccccc21 (stereo not given)	0.0197	0.0898	-0.0788	0.574	-4.2	1232	-14.7%	-17.3%	-0.49	995	i	2.5	1.2	10.6	i	0.8	-8.6%
Cc1ccc(Nc2nnc(SC3CCOC3=O)s2)cc1 (stereo not given)	0.206	-0.231	-0.0679	0.818	-2.1	1135	1.94µM*	-21.6%	-0.18	1482	i	5.0	3.0	7.1	i	29.6	-4.6%
COc1ccc(NC(=O)Cn2nc(C(F)(F)F)c3c2CCCC3)c(OC)c1	-0.817	-0.165	-0.357	0.136	x	x	-1.2%	-19.3%	0.17	1327	i	2.6	1.9	5.7	i	1.5	-2.7%
O=C(NCCc1ccccc1)C1CCN(S(=O)(=O)N2CCC3(CC2)OCCO3)CC1	-0.387	-0.159	0.114	0.195	-1.3	1134	4.0%	-22.2%	-0.48	1944	i	3.7	1.6	0.9	i	-10.4	1.9%
NS(=O)(=O)c1ccc(N/N=C/c2cn(-c3ccccc3)nc2-c2cccs2)cc1	-0.551	-0.273	-0.553	0.377	16.3	1160	-2.2%	-23.1%	-1.72	1339	i	2.3	3.4	8.1	i	-1.5	1.2%
CSc1nc(=S)cc(C)[nH]1	0.617	-0.281	0.291	0.524	0.4	1159	1.1%	-12.6%	0.05	1423	i	x	x	x	x	x	-5.2%
CC1(C)CC(=O)N(CC(=O)NCc2ccccc2)c2ccccc2S1(=O)=O	0.459	-0.163	0.606	-0.556	-2.6	1043	11.2%	-10.5%	-0.76	1955	i	3.3	2.6	6.8	x	x	0.4%
O=C(Nc1ccc(Cl)cc1)N1CCSCC1	1.77	-0.246	1.38	-0.652	x	x	-10.3%	-6.7%	0.66	976	x	1.8	1.2	7.5	i	36.8	-5.7%
Cn1c(=O)c2c(ncn2CC(=O)OCC(=O)Nc2cccc(Cl)c2)n(C)c1=O	0.879	-0.191	0.0658	0.15	-3.5	1059	4.1%	-8.0%	-0.44	1202	i	3.4	2.7	3.1	i	-6.4	7.3%
C#CC(=O)N(c1cc(OC)ccc1OC)C(C(=O)NC1CCCC1)c1cccs1 (stereo not given)	-5.06*	0.88*	-2.15*	-0.749*	46.1	537	8.4%	-17.4%	-0.15	1486	i	3.4	1.7	6.5	i	-1.4	17.0%
COc1ccc(S(=O)(=O)N2CCC(C(=O)N3CCOCC3)CC2)cc1	-0.735	-0.216	-0.384	-0.0892	-1.3	466	-9.4%	-15.6%	x	x	i	3.0	2.1	5.9	i	0.6	19.1%
c1csc(-c2nc3ccccc3s2)c1	0.129	-0.234	-0.033	0.00332	-0.3	1268	-2.1%	-10.3%	0.29	1067	i	x	x	x	x	x	-37.4%
Cc1ccc(S(=O)(=O)N2CCN=C2SCc2ccc(Cl)c(Cl)c2)cc1	-0.818	-0.287	-0.792	0.869	-0.3	982	-10.6%	-6.7%	-0.56	1183	i	6.1	2.0	6.4	i	8.4	-2.6%
O=C(Cn1nnc(-c2ccc(S(=O)(=O)N3CCCC3)cc2)n1)Nc1ccccc1-n1cccc1	0.242	-0.216	0.428	0.121	-4.2	1037	-0.4%	4.1%	-4	975	i	3.7	3.0	10.5	i	42.1	11.0%
O=C(CCc1n[nH]c(=O)[nH]c1=O)Nc1cccc([N+](=O)[O-])c1	-0.0309	-0.305	0.0184	0.534	-0.2	1104	6.5%	-10.3%	x	x	i	4.5	1.0	4.3	i	33.9	10.5%
COc1cc(NC(=O)C2=C(N3CCOCC3)/C(=C\c3ccc(Br)cc3)CC2)cc(OC)c1OC	-1.08	0.0207	-0.503	-0.634	-1.2	1155	14.6%	-11.8%	0.32	1419	i	10.1	3.0	0.9	i	3.9	-36.7%
CN1OCC(S(=O)(=O)c2ccccc2)C1c1ccccc1 (stereo not given)	1.7	-0.178	1.13	-2.14	0.1	1065	1.6%	-39.5%	-0.26	1159	i	8.5	2.7	8.3	i	0.5	5.6%
COc1cccc(-c2nc(C(N)=O)c3[nH]c(=O)n(-c4ccccc4)c3n2)c1OC	0.341	-0.115	0.441	-0.746	-1.7	1084	7.8%	2.2%	0.1	1900	i	3.7	1.7	4.8	i	-10.5	-0.9%
CCC(C)N(C(=O)COC(=O)C1C(C(=O)OC)=C(C)NC(C)=C1C(=O)OC)C1CCS(=O)(=O)C1 (stereo not given)	-0.124	-0.33	-0.137	-0.0192	1.3	1075	7.3%	-43.9%	0.66	1312	i	3.5	2.0	9.2	i	-2.1	-8.3%
COc1cc(NC(=O)CSc2nc3ccccc3cc2Cc2ccccc2)cc(OC)c1	-0.254	-0.152	-0.392	-0.149	x	x	-2.6%	10.2%	x	x	i	3.1	1.3	9.3	i	9.5	10.4%
Cc1ccc(NCN2C(=O)C3C4CCC(C4)C3C2=O)cc1 (stereo not given)	1.76	-0.188	1.29	-0.213	-4.4	1134	0.8%	-6.8%	-0.21	926	i	1.6	1.4	6.0	i	-10.9	-10.1%
Cc1cc(C)cc(C(=O)N(NC(=O)Nc2ccc(Cl)cc2)C(C)(C)C)c1	2.17	-0.184	1.58	-0.799	0.9	1420	5.1%	x	-0.43	1262	i	3.8	3.0	3.7	i	-5.2	1.6%
COc1cc(/C=N/NS(=O)(=O)c2ccc(C)cc2)ccc1OCc1cccc(C(=O)O)c1	0.986	-0.238	0.201	0.558	0.6	1503	42.8%	1.5%	x	x	i	4.0	3.8	8.6	i	-1.8	-75.3%
O=C(NC1CCCCC1)C(c1ccco1)N(C(=O)C(F)(F)F)C1CC1 (stereo not given)	1.57	-0.0768	1.41	-2.27	-2.0	536	4.0%	-13.0%	x	x	i	5.3	1.7	1.9	i	-2.4	5.8%
O=C(CSc1nc2c(c(=O)n1-c1ccc(Cl)cc1)SCC2)NCC1CCCO1 (stereo not given)	-0.83	-0.175	-0.307	0.337	-1.3	1047	8.7%	-10.8%	0.28	1571	x	3.0	3.1	10.6	i	11.0	-4.9%
O=C(OCc1ccco1)c1cccnc1	-0.0244	-0.292	0.111	0.252	x	x	-4.5%	-15.5%	0.19	1209	i	2.8	1.8	7.0	i	-0.7	13.8%
O=C(O)c1ccc(NS(=O)(=O)c2ccc(Cl)c(Cl)c2)cc1O	0.0514	-0.292	0.235	0.727	x	x	-27.6%	x	-0.18	1291	i	6.5	2.6	5.9	i	7.2	1.5%
O=C(OCC(=O)N1CCCCCC1)c1ccc(S(=O)(=O)N2CCOCC2)cc1	0.0976	-0.362	-0.0375	0.883	-2.2	1138	-14.8%	-9.8%	-0.5	1131	i	2.6	2.8	8.4	i	-6.0	-1.8%
CCOC(=O)C(=CNc1ccc(C(F)(F)F)cc1Cl)C(=O)OCC	0.434	-0.262	-0.116	0.38	-4.9	1284	1.2%	-10.6%	-0.01	1457	i	x	x	x	x	x	12.1%
CCOC(=O)CNc1c(-c2ccc(O)cc2)nc2ccccn12	-0.491	-0.244	-0.41	0.143	-4.5	1034	-46.7%	-22.6%	-0.49	1378	i	3.4	2.6	6.1	i	16.7	9.3%
c1ccc(COc2ccc(OCCCNC3CCCC3)cc2)cc1	0.854	0.349	0.921	-2.27	1.3	1199	6.6%	-9.5%	-0.62	888	i	3.7	3.7	4.6	i	17.4	-9.1%
